IMP-1 inhibitor – IMP-1 metallo-beta-lactamase inhibitors, primary screen, biochemical, epi-absorbance readout, Pseudomonas aeruginosa enzyme. metallo-beta-lactamase IMP-1 (Pseudomonas aeruginosa). 0.45% of 290,000 active. inhibition, % at 5.6 µM. purified IMP-1, nitrocefin hydrolysis, epi-absorbance fluorescence;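 active means inhibition above the mean plus 3 SD of all compounds in the same screening run, cut at about 4.5% in these data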;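 further: 0% = IMP-1 with DMSO and 100% = DMSO wells lacking enzyme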
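assay system = purified recombinant IMP-1 metallo-beta-lactamase enzyme | schedule = 15 min preincubation plus 25 min reaction at 25 °C | signal = Epi-absorbance fluorescence, 480 nm excitation, 530 nm emission | read-out basis = percent inhibition from optical density relative to buffer-blank wells | controls = IMP-1 with DMSO as 0%, enzyme-free DMSO as 100%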
PfM18AAP inh – PfM18AAP inhibitors, malaria aminopeptidase, primary screen, biochemical, QFRET, recombinant enzyme; M18 aspartyl aminopeptidase (Plasmodium falciparum 3D7); H-Glu-NHMec fluorogenic cleavage; inhibition, % at 7.35 µM; 1.2% of 290,000 active;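 active means inhibition above the campaign mean inhibition over all tested compounds plus 3 SD, cut at about 28% in these data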;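 further: 0% = plate median of test compound wells and 100% = 2 mM ZnCl2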
GPR7 antagonist – GPR7 receptor antagonists, primary screen, cell-based, fluorescence, single concentration; Neuropeptides B/W receptor type 1 (Homo sapiens), P48145; 1.1% of 290,000 active; inhibition, % at 4.4 µM; GPR7-expressing cells, fluorescence antagonist assay; in the data active means inhibition above about 16%, passing the limit was not always enough;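 further: cells stimulated with the agonist NPW; 0% = agonist with vehicle and 100% = vehicle without agonist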
NALP1 yeast inh – NALP1 inflammasome inhibitors in reconstituted yeast, colorimetric, S. cerevisiae, triplicate retest. 0.61% of 280,000 active. S. cerevisiae NALP1/ASC/caspase-1 growth, X-gal OD620, 72 h. inhibition, % at 10 µM. AID 2071, 2009; in the data active means inhibition mostly above about 24%, no sharp cut-off; inactive means mostly below about 32%; further: some compounds called inactive have numbers as strong as hits
IDE cell inh – human IDE inhibitors in live cells, primary screen, fluorescence polarization, HEK cells, FAbetaB substrate; FAbetaB cleavage; 0.41% of 320,000 active; inhibition, % at 5.59 µM; Insulin-degrading enzyme (Homo sapiens), P14735;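 active means percent inhibition above the average of all tested compounds plus 3 SD, set per screening campaign, cut at about 16% in these data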;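 further: IDE supplied by intact live HEK cells; FP after avidin binding of uncleaved biotin substrate so inhibition keeps polarization high; 0% = DMSO wells and 100% = 60 µM reference IDE inhibitor Ii1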
Target sequence (P14735 whole entry, looked up): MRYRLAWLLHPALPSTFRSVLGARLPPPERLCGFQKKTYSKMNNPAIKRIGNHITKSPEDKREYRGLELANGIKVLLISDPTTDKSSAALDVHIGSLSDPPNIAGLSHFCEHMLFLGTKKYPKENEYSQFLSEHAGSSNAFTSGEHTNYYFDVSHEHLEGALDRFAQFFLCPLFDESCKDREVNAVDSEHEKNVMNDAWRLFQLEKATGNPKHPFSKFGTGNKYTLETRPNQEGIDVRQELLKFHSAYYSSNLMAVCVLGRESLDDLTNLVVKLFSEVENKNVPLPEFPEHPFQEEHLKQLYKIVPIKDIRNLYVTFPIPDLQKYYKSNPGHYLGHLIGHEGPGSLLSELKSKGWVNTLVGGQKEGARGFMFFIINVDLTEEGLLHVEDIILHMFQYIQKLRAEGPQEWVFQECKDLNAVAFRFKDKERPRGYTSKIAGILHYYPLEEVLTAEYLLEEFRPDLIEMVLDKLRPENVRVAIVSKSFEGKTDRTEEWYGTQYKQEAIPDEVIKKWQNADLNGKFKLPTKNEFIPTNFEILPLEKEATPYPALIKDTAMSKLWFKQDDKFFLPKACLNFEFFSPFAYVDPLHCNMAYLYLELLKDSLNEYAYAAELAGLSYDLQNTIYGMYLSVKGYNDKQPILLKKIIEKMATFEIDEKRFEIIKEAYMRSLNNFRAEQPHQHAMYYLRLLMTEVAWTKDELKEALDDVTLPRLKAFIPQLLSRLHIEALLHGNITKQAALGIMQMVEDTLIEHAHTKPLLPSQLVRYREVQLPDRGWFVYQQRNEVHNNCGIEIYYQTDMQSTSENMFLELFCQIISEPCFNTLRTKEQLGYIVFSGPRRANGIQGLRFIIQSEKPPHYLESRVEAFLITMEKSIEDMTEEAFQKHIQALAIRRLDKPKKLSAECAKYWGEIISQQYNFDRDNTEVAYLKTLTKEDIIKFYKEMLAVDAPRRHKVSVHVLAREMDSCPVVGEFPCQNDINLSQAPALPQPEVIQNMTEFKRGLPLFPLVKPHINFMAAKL
PHOSPHO1 inh – PubChem AID 1565. inhibition, % at 13.3 µM. 1.1% of 290,000 active. Phosphoethanolamine/phosphocholine phosphatase (Homo sapiens), Q8TCT1. recombinant PHOSPHO1, absorbance phosphatase assay; in the data active means inhibition above about 60%
VIM-2 inhibitor – VIM-2 metallo-beta-lactamase inhibitors, primary screen, biochemical, epi-absorbance readout, Pseudomonas aeruginosa enzyme. purified VIM-2, nitrocefin hydrolysis, epi-absorbance fluorescence. inhibition, % at 5.6 µM. 0.89% of 290,000 active;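 active means inhibition above the mean of all tested compounds plus 3 SD, cutoff set per screening run, cut at about 7.5% in these data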;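 further: red hydrolysis product quenches plate fluorescence so inhibitors raise well fluorescence; 0% = enzyme with DMSO and 100% = DMSO without enzyme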
pCIP destab – p/CIP-EGFP fusion destabilizers, primary screen, fluorescence, F442A cells; decrease of EGFP signal, % at 10 µM; 0.01% of 290,000 active; Q05BA5; 16 h;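 active means EGFP signal decrease of at least 30% at 10 µM or well 3 SD below plate mean, unless failing retest; inactive means the rest, including hits failing retest or dose response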; further: some compounds called inactive have numbers as strong as hits; many of its hits are not listed in these tables
IDE cell activ – human IDE activators in live cells, primary screen, fluorescence polarization, HEK cells, FAbeta-B substrate; Insulin-degrading enzyme (Homo sapiens), P14735; activation, % at 5.96 µM; FAbeta-B cleavage; 0% vehicle, 100% cell-free pure enzyme wells; 0.073% of 340,000 active;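 active means activation above the mean of all tested compounds plus 3 SD, set per screening campaign, cut at about 17% in these data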
Active calls of the source: *; i = inactive; · = no result given. Compounds were not picked by outcome; about 5.3% have a hit in one of these screens.

nr	Structure	IMP-1 inhibitor	PfM18AAP inh	GPR7 antagonist	NALP1 yeast inh	IDE cell inh	PHOSPHO1 inh	VIM-2 inhibitor	pCIP destab	IDE cell activ
1	CC(C)CNC(=O)C(=O)NNC(=O)C1CCCCC1	-3.3	2	-7	2	-7	-9	-2.5	1	0
2	CS(=O)(=O)Nc1cccc(C2=NN(S(=O)(=O)c3ccc(F)cc3)C(c3cccs3)C2)c1 (configuration not stated)	-3.7	5	19*	34	6	-2	-3.4	-8	-2
3	O=C(Nc1ccccc1C(=O)O)c1ccc(Cl)c(S(=O)(=O)N2CCOCC2)c1	-3.7	4	-4	11	6	18	-6.7	-3	-13
4	CCOC(=O)C1=C(O)/C(=C/c2ccccn2)SC1=Nc1ccc(Cl)cc1	-2.7	-7	7	18	-5	3	-5.2	1	0
5	O=C(c1cc(COc2cccc3cnccc23)on1)N1CCCC(CCCO)C1 (configuration not stated)	-2.9	4	13	3	3	63*	-1.1	-15	-2
6	N#CC1=C2N=C(N)c3ccccc3N2C2=C(C(=O)CCC2)C1c1ccccc1F (configuration not stated)	-4.0	7	-4	·	4	27	-0.7	-29	0
7	C/C(CC(=O)Nc1cc(C)ccn1)=N\NC(=O)C(=O)NC(C)C	0.4	-9	-6	-3	3	28	2.8	-1	·
8	Cc1cc(C)n2nc(C(=O)NC(c3ccccc3)c3ccccc3)nc2n1	-2.2	3	-13	-3	3	-13	-1.8	-3	1
9	Cn1cc(CNCc2cn(C)nc2-c2ccc(C3CCCCC3)cc2)cn1	-2.9	6	2	14	1	32	-4.1	-2	10
10	CCN(CC)CCNC(=O)Cc1nn(Cc2ccccc2)c(=O)c2ccccc12	-0.9	1	-12	23	3	45	-0.8	-9	0
11	Cc1ccc(C)c(N2CCN(C(=O)CCc3nc4ccccc4[nH]3)CC2)c1	-2.5	2	-23	20	-1	-23	-2.6	4	0
12	C=CCc1ccccc1OCC(O)CN1CCN(C(=O)OCC)CC1 (configuration not stated)	-5.3	-3	-4	12	-1	25	-1.6	9	-6

Entries listed so far marked active in GPR7 antagonist.
nr	Structure	IMP-1 inhibitor	PfM18AAP inh	GPR7 antagonist	NALP1 yeast inh	IDE cell inh	PHOSPHO1 inh	VIM-2 inhibitor	pCIP destab	IDE cell activ
2	CS(=O)(=O)Nc1cccc(C2=NN(S(=O)(=O)c3ccc(F)cc3)C(c3cccs3)C2)c1 (configuration not stated)	-3.7	5	19*	34	6	-2	-3.4	-8	-2

Continued.
nr	Structure	IMP-1 inhibitor	PfM18AAP inh	GPR7 antagonist	NALP1 yeast inh	IDE cell inh	PHOSPHO1 inh	VIM-2 inhibitor	pCIP destab	IDE cell activ
13	Cc1cccc(Nc2nnc(SCC3CCCCO3)s2)c1 (configuration not stated)	-2.1	0	1	24	3	-4	-2.0	0	-3
14	CSc1nnc2c(n1)OC1(Nc3ccccc3-2)C(=O)Nc2ccccc21 (configuration not stated)	-1.5	-8	1	9	3	0	6.2	9	1
15	CCOCC(=O)Nc1nnc(COCC)s1	-2.4	1	-8	16	4	4	-2.3	-17	8
16	CC(=O)N1c2ccc(S(=O)(=O)N3CCCCC3)cc2CC1C(=O)Nc1cccc(C)c1 (configuration not stated)	-1.2	0	6	6	0	28	-4.3	8	-1
17	CCC(C)N1CCN(C(=O)c2cc(OC)cc(OC)c2)CC1 (configuration not stated)	0.1	-15	4	2	-7	35	-0.7	-7	1
18	O=C(CCCNS(=O)(=O)c1ccc(Cl)c(Cl)c1)NCCc1ccccn1	-2.6	3	2	18	-3	32	-0.6	-8	2
19	COc1cc(S(=O)(=O)N2CCC(N3CCCCC3)CC2)ccc1-n1cnnn1	-2.4	0	-3	4	·	27	-0.9	-7	3
20	COc1ccc(NS(=O)(=O)c2ccc(O)c(C(=O)OCC(=O)Nc3ccc4c(c3)OCCO4)c2)cc1	-2.3	1	-7	22	-3	-16	-2.2	-3	6
21	CC(C)OC(=O)CSc1nnc(CNc2cccc(Cl)c2)n1C	-4.4	-3	-4	11	3	-13	-2.6	-5	-5
22	CCOc1ccc(C2C([N+](=O)[O-])=C(C)N(C)C(=O)N2C)cc1OC (configuration not stated)	-3.5	2	-3	9	0	26	-4.2	-10	9
23	N/C(=N\OC(=O)c1ccc(Cl)c([N+](=O)[O-])c1)c1ccccn1	-2.3	-1	-5	5	-1	22	-5.2	-5	3
24	C=CCn1c(COc2ccccc2)nnc1SCC(=O)N/N=C/c1cc(Cl)ccc1O	-4.8	7	-10	26	-2	-50	-5.2	2	5
25	O=C1OCCC1Sc1nnc(-c2ccc3c(c2)OCO3)o1 (configuration not stated)	-2.2	1	-7	0	0	-2	-2.4	-25	-2
26	CC(NC(=O)c1ccc(Br)s1)C1CCCO1 (configuration not stated)	2.3	-3	-1	4	0	-18	-0.7	-13	7
27	CCN1CCN(c2cc(C(C)C)nc3c(-c4ccccc4)c(C)nn23)CC1	0.2	-17	18	i	-5	25	1.6	-13	·
28	COc1ccc(C(CC(=O)O)NC(=O)c2ccccc2[N+](=O)[O-])cc1 (configuration not stated)	0.3	0	6	11	3	-4	-1.1	-2	1
29	CCOc1ccc(-c2nnn(CC(=O)N3CCN(c4ccc(F)cc4)CC3)n2)cc1OCC	-2.0	3	-6	1	2	-3	-5.3	-13	-9
30	Cc1cc(=O)[nH]c2n[nH]c(-c3ccccc3)c12	-2.2	1	3	-3	-1	6	-1.3	-2	8
31	CCN=C1SC(C(=O)Nc2cccc(OCC)c2)CC(=O)N1CC (configuration not stated)	-3.5	-6	8	-7	-12	-8	0.0	-7	4
32	COc1cc(C(=O)Nc2c(C)cc(C)cc2C)c(-n2cnnn2)cc1OC	-1.5	-5	3	-21	1	-11	0.4	6	1
33	CN1CCN(CCCNC(=O)c2ccc(/C=C3/Sc4ccccc4N(Cc4cccc(Cl)c4)C3=O)cc2)CC1	0.8	-3	-7	7	·	-38	-1.3	-7	16
34	Cc1cc(OCC(=O)O)c2ccccc2n1	-1.0	0	2	-5	0	1	-2.0	2	0
35	CN(C)S(=O)(=O)N1CCC(Oc2cccc(C(=O)NC3CCCCC3)c2)CC1	-3.4	3	4	16	3	41	-1.6	10	-3
36	O=C(NC(=S)NCc1cccnc1)c1cc(Br)ccc1Cl	-1.2	8	-3	17	-3	33	0.9	10	-3
37	Cc1ccc(C(=O)COC(=O)CNC(=O)CNC(=O)c2ccc(C)cc2)cc1	-5.6	1	-5	27	-1	-8	-1.4	-15	-2
38	CC(C)(C)N(Cc1cc2ccccc2[nH]c1=O)C(=O)c1ccco1	-2.5	2	0	-4	-1	-13	-1.0	10	2
39	COC(=O)C1=C2SC(C)C(=O)N2C(N)=C(C#N)C1c1ccc(OC)c(OC)c1 (configuration not stated)	-3.8	30*	-17	18	2	9	-1.7	-8	-7
40	Cc1ccc(C2=NS(=O)(=O)N(C)C(C(=O)NCc3ccc4c(c3)OCO4)=C2)cc1	-0.9	3	-7	6	3	33	-0.7	5	2
41	Oc1ccc(Cl)cc1-c1cc(-c2ccco2)[nH]n1	-0.1	8	-13	19	1	0	2.1	6	3
42	CCC(=O)NC(=S)Nc1cccc(NC(=O)c2ccccc2Cl)c1	-1.6	-4	-7	-7	1	-21	-2.8	-9	0
43	Cc1ccc(-n2c(N)c(C(=O)Nc3ccccc3F)sc2=S)cc1C	-0.9	2	-17	3	1	2	-2.0	-4	-7
44	Cc1ccc(OCCCCN2CCC(C)CC2)cc1	-3.7	7	3	10	0	42	-2.8	-7	3
45	O=C1c2ccccc2C(=O)N1CC(=O)N1c2ccccc2CCc2ccccc21	-3.5	0	-5	28	2	19	-2.6	-14	0
46	O=C(NCc1ccc(Cl)cc1)C(=O)NCC1OCCN1C(=O)c1cccs1 (configuration not stated)	-0.9	-6	-7	22	0	-15	-0.4	10	0
47	COc1ccc(-c2nc3scc(-c4ccc(OC)c(OC)c4)c3c(=O)o2)cc1	5.0*	1	-3	-15	7	-4	-0.2	-11	2
48	Cc1cc(=O)[nH]c(Nc2cccc(F)c2)n1	-1.9	1	-7	21	3	14	-2.3	-2	4
49	CCOC(=O)C1CCN(C(=O)COc2ccc(S(=O)(=O)N3CCCC3)cc2C)CC1	-1.9	3	-1	5	5	37	-2.6	2	3
50	c1ccc2nc3c(nc2c1)CCCC3	-1.6	-2	-22	9	-2	38	-2.3	0	1
51	Cc1cc(SCC(=O)c2ccc(O)c(O)c2)n2nc(C)c(-c3ccccc3)c2n1	-3.8	57*	-2	·	2	32	2.6	1	6
52	COc1ccc2nc(N3CCC(O)CC3)c(C#N)cc2c1	-1.4	8	-14	2	5	32	-1.8	-5	2
53	COc1ccccc1N1CCN(C(=O)CN2C(=O)C3CCCCC3C2=O)CC1 (configuration not stated)	-0.1	-17	-3	-3	2	49	-1.5	-4	-2
54	O=S(Cc1ccc(Br)cc1)Cc1nnc(SCc2c(F)cccc2Cl)n1-c1ccccc1 (configuration not stated)	-2.3	-1	8	42	2	5	-4.0	-1	9
55	Cc1csc(CNC(=O)c2cc(COc3c(C)cccc3C)on2)n1	-3.8	-2	-15	-2	6	22	-3.6	-1	-2
56	COc1ccc([C@@H]2[C@@H]3C(=O)N(C(C)(C)C)C(=O)[C@@H]3[C@]3(Cc4ccc(Cl)cc4)C(=O)N(c4ccc(Br)cc4)C(=O)N23)cc1	1.2	-11	11	21	5	10	1.9	1	-4
57	Nc1nnn(CC(=O)N/N=C/c2ccccc2)n1	-2.9	-1	-20	·	1	25	-5.3	-18	-1
58	Cc1ccc(/C=C/c2nnc(-c3ccccc3)o2)cc1	-3.1	4	-9	9	0	50	-0.2	-1	3
59	COc1ccccc1-n1c(SCC(=O)Nc2cccc(C(=O)O)c2)nnc1-c1ccccc1C	-4.3	4	-11	2	-8	29	0.6	-10	-1
60	CC(=O)c1c(C)[nH]c(C(=O)Nc2ccc(F)c(F)c2F)c1C	-2.3	2	2	17	4	19	-1.6	0	2
61	O=C1COc2ccc(S(=O)(=O)CCC(=O)N3CCN(c4ccccc4)CC3)cc2N1	-3.5	-3	0	8	5	32	-1.7	11	-3
62	O=C(CSc1nnnn1-c1ccccc1F)NNC(=O)c1ccco1	-4.6	-8	-6	6	5	37	-0.9	-10	-1
63	CC(C)=CCN1CCN(Cc2ccc(C#CC(C)(C)O)cc2)CC1CCO (configuration not stated)	-1.0	2	4	11	-10	7	-0.8	12	0
64	CC(C)(C)C(=O)Cn1ncc(Br)c(Br)c1=O	-1.7	6	-5	-10	·	45	-1.4	-6	1
65	O=C(Nc1ccc(Oc2ncnc3cc(Cl)ccc23)nc1)c1cccs1	-2.6	-3	-14	·	7	37	-0.8	-6	-6
66	O=C(Nc1cccc2nsnc12)C1CC(=O)N(c2ccccc2)C1 (configuration not stated)	-2.8	8	1	7	5	25	-1.6	-19	1

Screening results: PubChem, several laboratories
